Screens: PubChem BioAssay, several laboratories
NSD2 HMT inh = inhibitors of human histone methyltransferase NSD2; NSD2 peptide methylation, AlphaScreen, 120 min; inhibition, % at 12.5 µM; hit rate 0.54% among 310,000; O96028; in the data active = inhibition above about 50%
Target sequence (O96028 whole entry, looked up): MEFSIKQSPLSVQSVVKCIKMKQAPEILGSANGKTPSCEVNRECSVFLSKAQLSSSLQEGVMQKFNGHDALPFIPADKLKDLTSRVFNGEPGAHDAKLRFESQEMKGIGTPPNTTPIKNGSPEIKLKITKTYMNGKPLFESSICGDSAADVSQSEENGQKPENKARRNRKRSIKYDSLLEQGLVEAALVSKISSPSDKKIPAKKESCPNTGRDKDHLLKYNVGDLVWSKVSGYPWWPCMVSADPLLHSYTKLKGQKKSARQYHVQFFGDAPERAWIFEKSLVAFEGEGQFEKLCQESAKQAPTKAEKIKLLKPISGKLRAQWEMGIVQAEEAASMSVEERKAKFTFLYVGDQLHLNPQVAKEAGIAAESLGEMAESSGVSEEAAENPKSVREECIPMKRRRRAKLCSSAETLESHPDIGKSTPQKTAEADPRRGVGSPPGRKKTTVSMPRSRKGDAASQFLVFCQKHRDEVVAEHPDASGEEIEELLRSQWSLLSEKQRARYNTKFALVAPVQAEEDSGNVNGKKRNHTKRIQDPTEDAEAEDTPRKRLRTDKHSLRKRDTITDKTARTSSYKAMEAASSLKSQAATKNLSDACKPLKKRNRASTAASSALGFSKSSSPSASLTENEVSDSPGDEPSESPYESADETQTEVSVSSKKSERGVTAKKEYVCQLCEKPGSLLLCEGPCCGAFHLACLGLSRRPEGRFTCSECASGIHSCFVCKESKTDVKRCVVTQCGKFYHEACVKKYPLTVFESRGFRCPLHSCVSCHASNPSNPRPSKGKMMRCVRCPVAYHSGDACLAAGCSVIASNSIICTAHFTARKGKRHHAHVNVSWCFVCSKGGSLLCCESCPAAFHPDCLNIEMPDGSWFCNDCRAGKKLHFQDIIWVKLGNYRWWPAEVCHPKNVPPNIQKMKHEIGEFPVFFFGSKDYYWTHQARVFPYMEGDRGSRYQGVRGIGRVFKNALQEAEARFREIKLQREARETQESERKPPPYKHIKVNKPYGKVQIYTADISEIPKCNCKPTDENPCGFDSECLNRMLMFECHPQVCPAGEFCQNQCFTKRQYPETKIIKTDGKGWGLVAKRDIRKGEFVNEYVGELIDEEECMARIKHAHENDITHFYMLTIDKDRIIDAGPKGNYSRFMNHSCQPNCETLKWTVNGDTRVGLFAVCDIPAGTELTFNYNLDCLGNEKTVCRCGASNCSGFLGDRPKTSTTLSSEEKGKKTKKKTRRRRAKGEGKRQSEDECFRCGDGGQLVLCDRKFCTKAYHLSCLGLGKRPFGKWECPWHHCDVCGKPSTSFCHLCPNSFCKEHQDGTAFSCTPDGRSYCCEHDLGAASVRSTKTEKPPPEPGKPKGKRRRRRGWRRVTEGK
PvdQ acylase = P. aeruginosa PvdQ acylase inhibition; purified PvdQ acylase, fluorescence plate reader; inhibition, % at 10 µM; hit rate 0.063% among 340,000; in the data active = inhibition above about 30%, passing the limit was not always enough; inconclusive = no clear call, values can overlap the other calls;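 also: 0% = vehicle neutral wells and 100% = reference inhibitor wells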
V-ATPase pHluor = regulators of yeast V-ATPase proton transport. hit rate 0.37% among 350,000. AID 504577. response, % at 10 µM. S. cerevisiae, pHLuorin cytosolic pH fluorescence; in the data active = response mostly above about 7.3%, no sharp cut-off; inactive = mostly below about 5.4%; also: actives read high; inactives centre near 0; some compounds called inactive have numbers as strong as hits; reference of the scale not given here
Wnt bcat act = activates Wnt/beta-catenin signaling in a reporter cell assay; activation, % at 9.35 µM; activator, plate reader; hit rate 1.2% among 300,000; in the data active = activation above about 30%, passing the limit was not always enough; inconclusive = no clear call, values can overlap the other calls;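 also: 0% = neutral control wells and 100% = positive control wells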
dFosB activator = activators of mouse delta FosB homodimer; purified delta FosB, TAMRA-CDK5 oligo fluorescence polarization; percent of positive-control signal above neutral wells; AID 493131; hit rate 0.99% among 340,000; activation, % at 25 µM; P13346;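 active = mean activation above about 17%, with every replicate also reaching it, limit read from the data, passing the limit was not always enough; inconclusive = only one of the two conditions met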;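 also: fluorescence polarization rise as delta FosB binds a TAMRA Cdk5 AP-1 oligo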
CDK5 p35 inh = blocks human CDK5/p35 kinase activity. Q00535+Q15078. Recombinant CDK5/p35, ADP-Glo luminescence, 60 min. inhibition, % at 10 µM. hit rate 0.01% among 330,000;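 active = highest replicate inhibition of at least 50% and at least 75% of replicates reaching 50%; inconclusive = only one of the two criteria met; inactive = both criteria failed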;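 also: plate controls were DMSO neutral control for no effect and GW8510 at 10 µM for full effect; many of its hits are not listed in these tables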
HTR5A ag = HTR5A agonism, opioid heterodimer counter-screen | activation, % at 9.3 µM | HTR5A agonist assay, luminescence, cell-based | P47898 | hit rate 0.61% among 340,000; in the data active = activation mostly above about 9.5%, no sharp cut-off; inactive = mostly below about 7.6%;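 also: 0% = cells with vehicle only and 100% = reference agonist; strong numbers were not always called active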
MITF TRPM1 HTS = activators of MITF-driven TRPM1 promoter activity in SK-MEL-5 cells | hit rate 0.75% among 300,000 | activation, % at 12.5 µM | SK-MEL-5 TRPM1-promoter luciferase, 24 h; % of positive control, neutral wells = 0;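 active = mean activation of at least 80% with every replicate also reaching 80%; inconclusive = mean reaches 80% but some replicate falls short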;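 also: 0% = neutral control wells and 100% = parthenolide positive control wells; values of inactives mirror those of a sister screen read the other way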
SR-BI HDL uptake = inhibitors of mouse SR-BI mediated HDL lipid uptake; Q61009; ldlA[mSR-BI] CHO cells, DiI-HDL uptake fluorescence, 3 h; hit rate 0.96% among 320,000; inhibition, % at 12.5 µM; AID 488896;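 active = mean replicate inhibition of at least 70% and a set share of replicates each scoring 70 or more; inconclusive = meets just one of the two criteria; inactive = fails both criteria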;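 also: 0% = median of neutral control wells and 100% = median of positive control wells; values of inactives mirror those of a sister screen read the other way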
HTR5A inv ctr = inverse agonist of human HTR5A in OPRM1-OPRD1 counter-screen | P47898 | HTR5A cell line, luminescence, inverse agonism | inhibition, % at 9.3 µM | hit rate 0.083% among 340,000 | AID 504634; in the data active = inhibition mostly above about 23%, no sharp cut-off; inactive = mostly below about 18%;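 also: 0% = cells with DMSO and 100% = no-cell wells with DMSO; some compounds called inactive have numbers as strong as hits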
An asterisk follows results filed as active; ? = inconclusive; . = no result given.

Results follow in this order: NSD2 HMT inh	PvdQ acylase	V-ATPase pHluor	Wnt bcat act	dFosB activator	CDK5 p35 inh	HTR5A ag	MITF TRPM1 HTS	SR-BI HDL uptake	HTR5A inv ctr
(1) CCOc1ccc(S(=O)(=O)NCCC(=O)NCC2CCCO2)cc1 (stereo not drawn)
  -3.0	-11.9	2.2	-1.5	6.9	0.7	3.5	-3.0	-16.9	-9.6
(2) C/C(=N\NC(=O)c1ccc(CN2CCOCC2)cc1)c1ccc(NC(=O)c2ccccc2)cc1
  -7.1	-12.9	-4.5	9.9	-12.4	-1.4	-1.5	38.6	58.9	4.0
(3) O=C(Nc1ccc(NC(=O)c2cc([N+](=O)[O-])ccc2N2CCOCC2)cc1)c1cccs1
  5.9	-3.2	-2.5	-6.1	-7.8	-4.2	-4.5	11.5	64.3	12.3
(4) O=C(c1ccc(C(F)(F)F)cc1)N1CCN(S(=O)(=O)c2ccc3c(c2)OCCCO3)CC1
  3.9	5.8	-2.8	-0.8	-9.3	-0.1	1.3	-16.7	-14.2	-11.8
(5) O=S(=O)(Cc1ccccc1)N1CCN(C2Cc3ccccc3C2)CC1
  -1.1	-1.2	-1.6	3.5	1.9	1.3	-2.6	-3.7	-10.9	-2.2
(6) COc1ccc(CNC(=O)C(c2ccc(C)cc2)N(Cc2cccs2)C(=O)c2ccc3c(c2)OCCO3)cc1 (stereo not drawn)
  -1.9	12.6	-4.5	.	-8.4	-1.4	3.6	-0.6	26.2	4.7
(7) CN(C)CCOC(=O)c1ccc2[nH]c3c(c2c1)CSCC3
  13.1	-10.8	4.4	-0.7	27.7*	0.5	3.0	41.3	.	-9.3
(8) Cc1cc(NC(=O)CCC(=O)N(CC(=O)NC2CCCC2)c2ccc3c(c2)OCCO3)no1
  0.4	4.9	2.2	-6.9	3.6	-1.1	5.9	-8.6	-15.9	12.4
(9) C#CCOCCOCCOCCNc1nc(N2CCN(C(=O)[C@H](C)n3cc(CCC(=O)O)nn3)CC2)nc(N2CCN(C(=O)[C@H](C)n3cc(CCC(=O)O)nn3)CC2)n1
  .	-18.3	-2.0	1.1	1.4	-0.1	6.4	-2.1	-5.8	-16.2
(10) CC(C)(C)OC(=O)NNC(=O)C12CC3CC(CC(C3)C1)C2
  -1.3	-9.2	2.6	0.5	-4.5	0.1	0.7	-8.8	-18.1	-7.0
(11) Cc1ccc2nc(-c3ccccn3)cc(C(=O)N3CCN(c4ncccn4)CC3)c2c1
  .	-9.8	-0.8	-1.1	-7.7	1.3	2.8	1.2	-13.7	11.4
(12) Cc1sc(-c2c(C#N)c(N)nc3c2CCCCCC3)cc1[N+](=O)[O-]
  1.2	-5.9	-0.9	-0.6	5.9	-0.9	0.7	-3.8	3.1	-33.4
(13) O=C(NCc1ccccc1)c1ccc(CN(c2ccccn2)S(=O)(=O)c2ccccc2)cc1
  -4.8	-7.3	-4.0	.	-9.2	1.6	-0.4	1.6	-23.8	5.5
(14) COCCn1c(=O)[nH]c2cc(C(=O)N3CCN(c4cccc(C(F)(F)F)c4)CC3)ccc2c1=O
  -2.2	-7.0	-1.4	-2.9	-5.7	0.2	-2.8	6.5	.	7.3
(15) COc1ccccc1NC(=O)COC(=O)C1CC(=O)N(c2ccc3c(c2)OCCO3)C1 (stereo not drawn)
  1.6	-22.5	4.5	-7.0	-15.5	-6.2	-6.1	2.8	12.2	15.3
(16) Cc1ccccc1C1NC(c2ccccc2C)C([N+](=O)[O-])C(C)(C)C1[N+](=O)[O-] (stereo not drawn)
  3.5	1.9	-1.9	-10.7	-5.7	-0.1	3.0	5.6	-18.8	-11.4
(17) CC(=O)C[C@@H](O)CC(=O)[C@H]1OC(=O)[C@@H](C)C/C=C\Cc2ccccc21
  .	-16.0	0.0	-1.1	5.1	-0.5	1.7	-1.2	-1.3	-6.4
(18) CC(=O)Nc1nc(C2COc3ccccc3O2)cs1 (stereo not drawn)
  .	3.2	-0.4	.	3.1	-0.5	2.6	49.9	4.8	5.4
(19) Cc1cc(C)nc(SCc2csc(N)n2)n1
  -0.6	5.6	1.3	.	5.9	-0.4	2.1	10.3	-12.5	-6.3
(20) O=S1(=O)CCOC[C@H](Cc2ccccc2)N1Cc1ccc(F)cc1
  .	-5.2	-0.2	-2.3	-2.8	-1.3	0.6	1.2	0.3	16.8
(21) CN1C[C@@H]2[C@@H]3C(=O)N(Cc4ccccc4)C(=O)[C@@H]3[C@](Cc3ccccc3)(C1=O)N2C(=O)c1ccc(C(F)(F)F)cc1
  .	-11.0	-2.4	-4.9	-7.5	-0.9	-3.8	-9.8	-8.7	7.2
(22) CCOc1ccc(/C=N/OCC(=O)NC(c2ccccc2)c2ccccc2)cc1
  -1.0	-1.8	-1.9	.	1.5	-0.7	0.6	-3.4	34.9	-15.2
(23) CCn1ccnc1CN1CCc2c([nH]c3ccccc23)C1CC(C)C (stereo not drawn)
  1.9	-5.0	-0.7	-0.2	-14.7	0.5	-7.2	-8.8	17.5	5.4
(24) COc1ccc(OC)c(NC(=S)NCc2ccccc2OC)c1
  0.1	0.0	1.8	-1.9	1.5	0.1	-0.9	-16.5	24.5	2.6
(25) CCN(CC)S(=O)(=O)c1cc(C)ccc1SC
  -3.6	-5.9	0.7	-0.1	-0.6	-0.2	2.8	-5.3	14.3	-11.7
(26) Cc1csc2nc(CSc3nc4ccccc4o3)cn12
  2.9	-6.4	0.0	34.1*	-6.4	1.4	1.0	?	11.3	-15.0
(27) Cc1oc2nc(SCCCC(=O)NCCO)nc(N)c2c1C
  3.1	-15.8	-3.9	.	-2.5	0.6	-5.5	-0.2	15.9	-12.3
(28) c1coc(Cn2c(SCc3nc4ccccc4[nH]3)nnc2-c2cnccn2)c1
  -0.4	5.4	0.4	-4.2	-2.9	1.5	-0.8	-20.0	-12.4	11.7
(29) CCOc1ccc(C(=O)NCC(=O)OCC(=O)N2CCCCC2)cc1
  -1.7	-7.6	0.3	-2.6	2.4	0.8	0.2	14.2	1.0	-1.2
(30) CCCN(CCC)S(=O)(=O)c1ccc(C)cc1
  .	-2.3	-0.5	3.3	2.0	-0.3	-5.2	5.3	12.0	-6.2
(31) CCC1(c2ccccc2)NC(=O)N(CC#N)C1=O (stereo not drawn)
  2.2	-13.3	-0.8	-3.0	-3.7	-3.6	2.2	-6.6	-10.3	-5.6
(32) C=CCSC1=C(C#N)C(c2cccc(OC)c2)CC(=O)N1 (stereo not drawn)
  0.6	-17.2	5.2	-0.4	-3.6	0.2	5.7	-4.1	-7.4	-16.3
(33) COc1ccc(CCNC(=O)Cc2ccc3c(c2)OCO3)cc1OC
  0.0	7.5	3.7	1.4	0.7	1.4	0.0	4.0	-2.4	1.1
(34) Cc1ccnc2nc(C(=O)OCC(=O)N(CC(C)C)C3CCS(=O)(=O)C3)nn12 (stereo not drawn)
  -1.4	-11.6	-2.2	-2.0	-3.2	-3.8	4.3	-0.1	-13.9	6.7
(35) CSc1nc(N)nc(SCC(=O)c2ccc(C)cc2)c1C#N
  -2.0	-1.6	1.8	.	10.6	0.2	6.7	53.6	15.0	-16.0
(36) Cc1cc(CNC(=O)C2(C(F)(F)F)C/C(=C\Cc3ccccc3)CCCO2)nn1C (stereo not drawn)
  .	0.0	-3.2	-0.6	0.1	-1.4	8.8	-8.9	-10.6	-23.7
(37) O=C(OCc1ccc([N+](=O)[O-])cc1)c1ccc(N2CCCC2)c([N+](=O)[O-])c1
  7.8	-16.8	-1.7	-2.8	2.7	-2.0	-1.1	18.9	7.0	2.9
(38) O=C(NN=Cc1ccccc1Cl)c1cccc2ccccc12
  -1.0	-14.5	-0.1	-0.5	-8.5	0.0	-1.6	7.4	35.7	6.2
(39) COC1CCN(Cc2c(C(=O)N3CCc4ccccc4C3)nc3ccc(Cl)cn23)CC1
  -0.2	-4.9	-4.1	-1.2	0.0	-0.4	-2.0	-5.7	-2.6	-10.3
(40) COc1cccc(NC(=O)CSc2ccc3nnc(CCNC(=O)c4ccccc4)n3n2)c1
  .	-2.4	-2.4	1.7	-2.6	0.5	0.0	6.5	-0.3	4.9
(41) CCN(CC)C(=O)Cn1cc(S(=O)(=O)CC(=O)Nc2ccc3c(c2)OCCO3)c2ccccc21
  -0.1	-13.9	0.1	19.5	1.3	2.8	5.6	25.8	45.9	-17.8
(42) COc1ccccc1NC(=O)C(=O)NCC(c1ccco1)N1CCc2ccccc21 (stereo not drawn)
  -0.8	4.0	7.7	-1.7	-9.7	1.3	-5.7	1.0	6.5	1.8
(43) Cc1ccc(N(CC(=O)N/N=C/c2cccnc2)S(=O)(=O)c2ccccc2)cc1
  -0.6	0.9	-0.8	0.5	-10.7	-0.2	-1.4	10.8	25.5	10.8
(44) COC(=O)[C@H]1[C@H](c2ccccc2)[C@H](C(=O)OC)O[C@H]1c1ccccc1
  -6.4	-8.2	-0.5	-2.9	2.9	-4.9	-0.4	.	12.4	-16.2
(45) Oc1ccccc1CNCc1ccccc1
  -2.0	-0.3	-2.1	4.6	6.0	-2.8	0.9	4.5	-18.6	-2.4
(46) COCC(C)NC(=O)Cc1ccc(Cl)cc1 (stereo not drawn)
  0.4	-9.1	1.6	0.6	7.4	1.5	5.8	14.1	-43.9	-16.4
(47) COc1ccc(C2CC(c3ccccc3)=NN2S(=O)(=O)c2ccc(C)cc2)c(OC)c1 (stereo not drawn)
  -1.1	-16.5	0.7	11.1	3.2	-0.2	2.5	-4.8	-25.2	-2.3
(48) C=CCn1c(SCC(=O)c2cccs2)nc2sc(C)cc2c1=O
  -3.3	6.0	3.0	2.8	-2.7	0.5	2.1	.	16.6	0.1
(49) O=C(NNc1ccccn1)C(=O)NNS(=O)(=O)c1ccc(F)cc1
  -13.9	10.6	5.1	-6.4	-3.4	-0.2	-3.7	6.1	-20.0	8.9
(50) O=C(O)C1CC=CCC1C(=O)Nc1ccccc1C(=O)N1CCN(c2ccccc2)CC1 (stereo not drawn)
  4.6	-0.6	-4.6	-0.5	-5.8	0.4	-2.8	2.4	-22.8	-4.6
